KDM4E inh: blocks human JMJD2E demethylase activity; B2RXH2; JMJD2E catalytic domain, FDH-coupled NADH fluorescence (FDH is formaldehyde dehydrogenase); Potency, µM (highest dose often 57.1 µM), for inactives: at the top dose activity change, negative = inhibition, usual class: inhibitors; 230,000 tested, 1.6% active; active = well fitted inhibition curve with a large enough effect, not every such curve was filed as active; inconclusive = small, poorly fitted or top-dose-only effect, or another doubt; inactive = no such curve, though single readings can be large or run the other way;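 note: 0% = wells with enzyme and -100% = buffer wells without enzyme; nearly all actives have a fitted effect of over 50% in size; many of its hits are not listed in these tables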
IMPase Li inh: cell-permeable IMPase inhibitors with lithium potentiation; CHO-M1 cells, IP1 TR-FRET (IP-One), carbachol + lithium; Potency, µM (titrated, usually from 59.4 µM), inactives show at the highest dose activity, negative = IMPase inhibition, usual class: inhibitors; 210,000 tested, 0.35% active; AID 1457;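 note: IP1 builds up when IMPase is blocked and the TR-FRET signal falls; plate controls were basal vehicle for no effect and high inhibitor control for full effect; nearly all actives have a fitted effect of over 50% in size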
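CHO-M1, 2000 cells/well, 16–30 h culture; cpd + low Li+, 30 min 37C; lysis with d2-IP1/Eu-anti-IP1 Ab, 10 min RT; TR-FRET 665/620 ratio and 620 channel; AC50 via Hill.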
GoLoco inh red: RGS12 GoLoco-Gai1 interaction inhibition; 230,000 tested, 0.44% active; P63096; AID 880; Potency, µM (titrated, usually from 61.6 µM), without a hit: top-dose activity, negative = inhibition, most hits filed as inhibitors; Gai1:RGS12 GoLoco peptide FP, rhodamine, 10 min; active = well fitted inhibition curve with a large enough effect, not every such curve was filed as active; inactive = no such curve, though single readings can be large or run the other way; note: % is set by controls: 0 for no effect and ±100 for the full control effect; nearly all actives have a fitted effect of over 30% in size; many of its hits are not listed in these tables
Target sequence (P63096 whole entry, looked up): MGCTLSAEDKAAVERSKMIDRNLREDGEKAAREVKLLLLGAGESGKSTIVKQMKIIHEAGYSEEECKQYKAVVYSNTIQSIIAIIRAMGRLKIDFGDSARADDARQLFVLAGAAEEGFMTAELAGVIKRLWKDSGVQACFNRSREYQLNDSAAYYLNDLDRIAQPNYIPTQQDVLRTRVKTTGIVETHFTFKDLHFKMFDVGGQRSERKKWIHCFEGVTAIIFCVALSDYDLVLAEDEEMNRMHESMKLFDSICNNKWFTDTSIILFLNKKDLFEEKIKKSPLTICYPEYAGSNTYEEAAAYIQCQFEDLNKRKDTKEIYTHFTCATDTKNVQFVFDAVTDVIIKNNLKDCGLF
NPSR antag: antagonists of human neuropeptide S receptor cAMP signaling; Q6W5P4; CHO-NPSR cells, cAMP TR-FRET, antagonist mode; Potency, µM (titrated, usually from 38.3 µM), inactives show at the highest dose activity change, negative = inhibition, most hits filed as inhibitors; 220,000 tested, 1% active; note: % is set by controls: 0 for no effect and ±100 for the full control effect; nearly all actives have a fitted effect of over 50% in size; many of its hits are not listed in these tables
Epigenetic derep: derepresses silenced GFP reporter in murine cells; murine LDR cells, GFP reporter derepression, 30 h; AID 1865; Potency, µM (highest dose often 53.9 µM), for inactives: at the top dose GFP activation, most hits filed as activators; 280,000 tested, 0.2% active; note: % of control where 0% means no effect; nearly all actives have a fitted effect of over 60% in size
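Derepression of a silenced CMV-GFP reporter in murine LDR cells is scored by enumerating GFP-positive cells with a laser-scanning microplate cytometer after 30 hours of treatment at 37 C.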
SMN2 splice enh: SMN2 splice variant enhancement; 210,000 tested, 2.8% active; Potency, µM (series often up to 46.1 µM), without a hit: at the top dose activity change, positive = activation, actives largely listed as activators; HEK293 SMN2-luciferase splicing reporter, luminescence, 30-36 h; AID 1458; note: % of control where 0% means no effect; nearly all actives have a fitted effect of over 55% in size
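HEK293 cells carry an SMN2 […]–luciferase reporter in which exon 7 inclusion puts luciferase in frame. Cells were plated 10-12 h before compound addition, then incubated 30-36 h at 37C. ONE-Glo luminescence was read; sodium butyrate at 4.5 mM final served as control.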
RECQ1 inh: inhibitors of human RECQ1 DNA helicase; RECQ1 DNA unwinding, red fluorescence kinetic read; 240,000 tested, 0.54% active; Potency, µM (doses to about 57.3 µM), without a hit: at the highest dose activity, negative = inhibition, usual class: inhibitors;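 note: plate controls were vehicle for no effect and no enzyme for full effect; nearly all actives have a fitted effect of over 30% in size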
Target sequence (P46063 whole entry, looked up): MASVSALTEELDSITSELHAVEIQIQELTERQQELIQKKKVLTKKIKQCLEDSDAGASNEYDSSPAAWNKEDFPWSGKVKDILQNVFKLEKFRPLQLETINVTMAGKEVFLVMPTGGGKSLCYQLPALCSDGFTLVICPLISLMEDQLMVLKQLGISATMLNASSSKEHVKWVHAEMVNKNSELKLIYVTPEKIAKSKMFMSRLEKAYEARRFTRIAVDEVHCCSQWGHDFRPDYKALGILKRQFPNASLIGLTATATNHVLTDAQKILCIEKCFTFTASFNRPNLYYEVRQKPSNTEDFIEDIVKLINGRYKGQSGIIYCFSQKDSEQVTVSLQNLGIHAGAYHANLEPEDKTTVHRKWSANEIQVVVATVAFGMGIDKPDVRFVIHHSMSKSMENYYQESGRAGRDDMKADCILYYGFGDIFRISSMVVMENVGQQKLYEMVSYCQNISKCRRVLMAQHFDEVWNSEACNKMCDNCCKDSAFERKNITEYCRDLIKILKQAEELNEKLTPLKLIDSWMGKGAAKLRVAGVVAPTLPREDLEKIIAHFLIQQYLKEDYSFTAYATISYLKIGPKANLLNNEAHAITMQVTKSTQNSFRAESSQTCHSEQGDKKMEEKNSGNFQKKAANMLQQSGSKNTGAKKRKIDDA
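RECQ1T1 50 nM; forked duplex (20 bp + 30-nt ss tails) 200 nM, ATP 2 mM final; pH 8.0, 2 mM MgCl2, 2.5 ug/ml poly(dI-dC); 15 min compound preincubation; discontinuous kinetic read over 2 h at RT.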
Luc counter: blocks Kinase-Glo luciferase, a counter-screen artifact; Q27757; Kinase-Glo luciferase, ATP luminescence, 8 min; Potency, µM (titrated, usually from 38.3 µM), for inactives: at the top dose activity change, negative = inhibition, hits mostly inhibitors; 200,000 tested, 0.28% active; AID 1379; note: % is set by controls: 0 for no effect and ±100 for the full control effect; nearly all actives have a fitted effect of over 60% in size
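Luminescence was the read-out, taken after 8-minute incubation at ambient temperature. Luciferase turned over luciferin with 10 uM ATP in imidazole pH 7.2 buffer containing KCl, MgCl2, Tween 20 and BSA.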
The depositor's hits bear a star; i = inactive; ? = inconclusive; . = no result given; & = joins results of further samples; ! = not confirmed by another sample; [ ] = remark or other dose. Unless noted, calls come from the whole dose curve; as a rule, active = well fitted curve in the direction sought with a large enough effect; inconclusive = small, poorly fitted or top-dose-only effect, or another doubt; inactive = no such curve, though single readings can be large; an effect the other way counts as inactive or inconclusive. Potency is the fitted concentration of half-maximal effect. Some of the compounds tested; rates above refer to the full screens.

SMILES	KDM4E inh	IMPase Li inh	GoLoco inh red	NPSR antag	Epigenetic derep	SMN2 splice enh	RECQ1 inh	Luc counter
O=S(=O)(Cc1ccccc1)NCC1CCCN(Cc2ccc3nonc3c2)C1 (stereo unspecified)	1%	11%	3%	-1%	7.3%	.	-13%	-3%
CCC(C)NS(=O)(=O)c1ccc(OCC(=O)N2CCCCC2)cc1 (stereo unspecified)	6%	33%[38.3 µM]	-7%	-10%[46.1 µM]	-0.8%	-18%	i	-1%
CN1CCC(=C2c3ccccc3Sc3ccccc32)CC1	3%	35%&23%	18µM*!	.	-1.3%	-19%	9%	1%
Cn1nnnc1SCC(=O)NCc1ccco1	6%	6%[38.3 µM]	2%	-1%[46.1 µM]	-1.0%	?	-2%	2%
CCOC(=O)Cn1c(=O)oc2cc(S(=O)(=O)N3CCn4c3nc3ccccc34)ccc21	0%	33%[activator][38.3 µM]	20%	-11%[46.1 µM]	1.5%	-14%	-4%	0%
O=C(CSc1nc2ccccc2[nH]1)Nc1c(F)cccc1F	4%	-4%[38.3 µM]	-4%	-8%[46.1 µM]	-1.2%	-2%	-10%	-2%
Cc1cc2c(c(=O)n1Cc1ccc3c(c1)OCO3)C(c1cccnc1)C(C#N)=C(N)O2 (stereo unspecified)	-2%	-7%[38.3 µM]	0%	-21%[46.1 µM]	-0.7%	8%	-9%	10%
CCCCOc1ccc(OCCCC)c2c1NC1(N2)C(=O)N(C(C)=O)c2ccccc21	-2%	-10%[38.3 µM]	3%	6%[46.1 µM]	4.9%	13%	3%	0%
Cc1ccc(NC(=O)CCC(=O)NNC(=O)C(C)(C)C)c(C)c1	0%	0%	9%	7%	2.3%	18%	i	2%
CC(C)(C)c1ccc(OCC(=O)OCCNC(=O)c2cccnc2)cc1	-10%	-1%[38.3 µM]	4%	4%[46.1 µM]	0.0%	-2%	i	-3%
CCOC(=O)C1(S(=O)(=O)c2ccc(Cl)cc2)CCN(Cc2ccc(C)cc2)CC1	-3%	8%[38.3 µM]	-2%	-28%[46.1 µM]	1.1%	-28%	-3%	-2%
Brc1ccc(Nc2nc3ccccc3n3nnnc23)cc1	3%	24%[38.3 µM]	8%	?	-1.3%	-1%	-4%	-1%
C=CCNC(=O)c1ccc(Sc2ccc(C)cc2)c([N+](=O)[O-])c1	1%	7%[38.3 µM]	1%	-26%[46.1 µM]	1.9%	-3%	-5%	-7%
CC(=O)Oc1c(C)c(C)c2c(c1C)CCC(C)(CCCC(C)CCCC(C)CCCC(C)C)O2 (stereo unspecified)	10%&-1%	2%&10%&10%	2%&0%&1%	.	0.7%&2.3%&2.2%	-5%	-6%&-13%	2%[39.9 µM]
CN(CC(CC(=O)Nc1nncs1)c1ccccc1)S(=O)(=O)c1ccc(Br)cc1 (stereo unspecified)	-5%	18%[38.3 µM]	0%	?	0.0%	25%	-6%	6%
COc1ccccc1NS(=O)(=O)c1ccc(Br)s1	5%	6%[38.3 µM]	-5%	-11%[46.1 µM]	0.8%	3%	i	1%
O=C(CSc1ccc(-c2ccccc2)nn1)N1CCN(c2ccccc2)CC1	-3%	0%	6%	5%	-1.0%	-15%	-5%	1%
O=C(CSc1nnc(-c2ccc(C(F)(F)F)cn2)o1)Nc1cccc(Cl)c1	7%	.	5%	9%	-1.1%	.	-7%	.
CC(=O)c1ccc(Cl)c(Cl)c1Cl	.	-6%	14%	.	.	-6%	3%	.
CC(=O)Nc1ccc(/C=N/NC(=O)CNS(=O)(=O)c2ccccc2)cc1	-9%	9%	-12%	7%	-0.5%	0%	6%	-3%
CCN1C(=O)/C(=C/C=C2\N(CC)c3cc(S(=O)(=O)N(C)C)ccc3N2c2ccccc2)SC1=S	-3%	.	-120%	35%	6.0%	.	0.79µM*	.
O=C(CCC(=O)c1cccs1)c1cccs1	3%	0%	8%	2%[46.1 µM]	-4.6%	.	-10%	-18%
Cc1ccc(C(c2sc3nc(C)nn3c2O)N2CCN(CCO)CC2)cc1 (stereo unspecified)	1%	.	0%	13%	1.3%	.	-15%	.
Cn1c(SCC(=O)c2ccc3c(c2)OCCO3)nnc1C1CC1	-2%	10%	-2%	-9%[46.1 µM]	-1.2%	11%	2%	0%
COc1ccc(OC)c2[nH]c(=O)c(CCNC(=O)C(C)(C)C)cc12	-20%	-12%[38.3 µM]	4%	-13%[46.1 µM]	0.0%	0%	-5%	-1%
The list continues.
SMILES	KDM4E inh	IMPase Li inh	GoLoco inh red	NPSR antag	Epigenetic derep	SMN2 splice enh	RECQ1 inh	Luc counter
CCOC(=O)c1c(C)[nH]c(N=Nc2ccc(C)cc2)c1C	6%	32%[activator][38.3 µM]	14%	-23%[46.1 µM]	-1.0%	13µM*	-17%	-6%
C[N+](C)(CC#Cc1ccccc1)CC(=O)c1ccc(Cl)cc1	0%	13%	6%	3%	-2.2%	-16%	-2%	-2%
CCOC(=O)c1c(C)c(C(=O)Nc2cc(F)ccc2F)c(C)n1C	-4%	14%	5%	-17%[46.1 µM]	2.1%	21%	-6%	0%
O=C(c1ccccc1)c1ccc(OCC(O)CN2CCCC2)cc1 (stereo unspecified)	0%	-7%	1%	-20%	-1.1%	.	-5%	-2%
Cc1ccc(/C=N/N2CCN(Cc3ccc(C)cc3)CC2)cc1	0%	.	0%	-10%	0.1%	.	-1%	.
COc1cc(/C=N/n2cnc3scc(-c4cccs4)c3c2=O)cc(OC)c1OC	?	9%	8%	10%	1.0%	-13%	i	3%
CCOC(=O)c1cc(-c2ccc(N3CCOCC3)cc2)nn1-c1ccccc1C(=O)O	?	.	-3%	-15%	4.3%	.	11µM*	.
CCOc1ccc(OCC)c(NC(=O)CN2CCN(C(=O)c3ccco3)CC2)c1	1%	19%[38.3 µM]	1%	-22%[46.1 µM]	0.9%	-6%	i	1%
Cc1ccnc(NC(=O)C2CCN(S(=O)(=O)c3cccc4nonc34)CC2)c1	8%	-6%[38.3 µM]	5%	-13%[46.1 µM]	-1.0%	3%	-6%	-1%
Cc1cc(-c2nc3ncccc3o2)ccc1NC(=S)NC(=O)c1ccco1	?	-19%	29%	-28%	-0.6%[10.1 µM]	-18%	20%	-1%
CC1(c2nnc(-c3ccc(F)cc3)o2)CC(c2cccc(Cl)c2)=NO1 (stereo unspecified)	1%	.	-2%	-12%	2.0%	.	i	.
COc1ccccc1N1CCN(C(=O)c2ccc(CN3CCOCC3)cc2)CC1	-2%	4%	-3%	12%	2.4%	-6%	-15%	0%
CC1=C(C(=O)N2CCOCC2)C(c2ccc(C)cc2)NC(=S)N1 (stereo unspecified)	-2%	.	.	-28%[46.1 µM]	1.7%	.	-1%	.
Cc1cc(-c2n[nH]c(=S)n2/N=C/C=C/c2ccccc2)n[nH]1	-4%	-1%	-13%	-14%	-3.2%	-10%	-2%	2%
Cc1ccc(S(=O)(=O)N/N=C/c2ccc(OCC(=O)N3CCOCC3)cc2)cc1	?	7%	1%	-12%	1.1%	18%	-5%	3%
CCc1c(C(C)O)oc2ccc3c(C)cc(=O)oc3c12 (stereo unspecified)	?	-17%[38.3 µM]	8%	-16%[46.1 µM]	-1.2%	15%	-1%	3%
CC(C)c1nnc(NC(=O)CCN2C(=O)c3ccccc3C2=O)s1	3%	-4%[38.3 µM]	-11%	-12%[46.1 µM]	0.3%	-2%	i	2%
COc1ccccc1N1CCN(c2cc(N3CCCC3)nc(C)n2)CC1	-8%	32%[activator]	14%	-7%[46.1 µM]	0.0%	-40%[inhibitor]	0%	-3%
CCc1nnc2sc(-c3ccc(NC(=O)c4ccco4)cc3)nn12	-2%	6%[38.3 µM]	16%	-25%[46.1 µM]	-2.3%	-13%	-15%	5%
CNc1cc(N2CCCCCC2)ccc1[N+](=O)[O-]	-10%	28%[38.3 µM]	-11%	-19%[46.1 µM]	-0.9%	-10%	-8%	-2%
Cc1c(NC(=O)c2ncn[nH]2)cccc1-c1nc2ccccc2s1	-14%	-11%	-94%	?	-1.1%	8%	-2%	-3%
CN(C)CCNc1cc(-c2ccncc2)nc2ccccc12	?	11%	8%	-21%	0.0%	.	1%	-5%
O=[N+]([O-])c1cccc(-c2ccc(C(=S)N3CCN(c4ccc(F)cc4)CC3)o2)c1	5%	1%	21%	-29%	1.8%	-8%	i	-2%
CCSC1=C(C#N)C(c2cccc(Br)c2)CC(=O)N1 (stereo unspecified)	3%	23%[38.3 µM]	-7%	23%[46.1 µM]	9.9%	-43%[inhibitor]	-4%	2%
C=C(CC1([C@@H](NP(=O)(c2ccccc2)c2ccccc2)[C@H]2C[C@@H]2CCN(C(=O)OCC)S(=O)(=O)c2ccc(C)cc2)CC1)c1ccccc1	-15%	0%	1%	.	-0.1%	-24%	-21%	-1%
The results go on:
SMILES	KDM4E inh	IMPase Li inh	GoLoco inh red	NPSR antag	Epigenetic derep	SMN2 splice enh	RECQ1 inh	Luc counter
O=C1C=CC(=O)N1c1ccc(O)cc1	-3%	.	-32%	?	2.0%	.	-8%	.
CC(C)N(C(=O)Cn1cc(S(=O)(=O)CC(=O)NC2CCCCC2)c2ccccc21)C(C)C	-3%	-3%	0%	-14%	-1.6%	-43%	4%	3%
C=CCn1c(=O)/c(=C2/SC(C)=C(C)N2CC)s/c1=C1/C(=O)N(CC)C(=S)N1c1ccccc1	9%	14%[38.3 µM]	101%[activator]	-4%[46.1 µM]	-5.7%	?	i	-12%
CN(C)c1ccc(-n2cc3c(=O)n(C)c(=O)n(C)c3c2)cc1	?	-10%[38.3 µM]	-5%	-16%[46.1 µM]	0.1%	-8%	-6%	-4%
O=C(Cn1nc(-c2ccccc2)ccc1=O)NCC1CCCO1 (stereo unspecified)	-12%	-7%[38.3 µM]	-1%	-2%[46.1 µM]	-1.0%	-7%	-1%	-5%
CC1CCC/C(=C\Nc2ccc(C(=O)O)cc2)C1=O (stereo unspecified)	-2%	-5%	-1%	-12%	-0.4%	.	-2%	.

Quoted from the listing:
Entry of `CC1CCC/C(=C\Nc2ccc(C(=O)O)cc2)C1=O` (stereo unspecified) under Epigenetic derep: -0.4%
Entry of `C=CCn1c(=O)/c(=C2/SC(C)=C(C)N2CC)s/c1=C1/C(=O)N(CC)C(=S)N1c1ccccc1` under GoLoco inh red: 101%[activator]
Entry of `O=C1C=CC(=O)N1c1ccc(O)cc1` under KDM4E inh: -3%

Compound activity (PubChem)
